Lipid droplet: inhibitors of hepatocyte lipid droplet formation, primary screen, imaging, high-throughput imaging, BODIPY stain; 240,000 tested, 0.4% active; AML12 mouse hepatocytes, oleate lipid droplets; inhibition, % at 6.5 µM; AID 1656, 2009;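 active means lipid droplet intensity inhibited by at least 50%, with more than 500 cells counted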
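Assay system: AML12 hepatocytes (mouse); Probe or stimulus: oleic acid at 100 µM to induce lipid droplet formation; Dosing: compound at 6.5 µM only; Schedule: compound with oleate, overnight; Detection: fluorescence imaging, 20x objective, two fields per well; Measure: % inhibition of lipid droplet signal.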
Lipid droplet cells 6.5 µM: recorded beside Lipid droplet, whose call it bears; cell count; measured here: cell count, cytotoxicity flag;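 cells counted across two imaged fields per well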
* = called active by the depositor.

canonical_smiles	Lipid droplet	Lipid droplet cells 6.5 µM
Cc1ccc2nc(C3CCCCC3)[nH]c2c1	-1	785
CSc1ccc(CNC(=O)CCn2ccc3cc(S(=O)(=O)N4CCCC4)ccc32)cc1	-8	755
COc1ccc(C2(C(=O)N3CCC(n4nc(-c5ccccc5)oc4=O)CC3)CC2)cc1	-2	662
COc1ccc(COC(=O)C2=C(C)NC(=O)NC2c2ccc(F)cc2)cc1 (stereo not given)	18	848
COc1ccc(N2CCN(C(=O)COc3ccc4c(C)c(C)c(=O)oc4c3C)CC2)cc1	0	721
CC(OC(=O)CCC(=O)N1CCN(S(=O)(=O)c2ccc3ccccc3c2)CC1)C(=O)NC(N)=O (stereo not given)	-3	743
COCCNC(=O)/C(C#N)=C/c1c(N2CCCCCC2)nc2c(C)cccn2c1=O	-19	820
COc1cc(OC)cc(C(=O)Nc2ccc(C(=O)c3ccncc3)cc2)c1	-3	850
CN1C(=O)C(=O)/C(=C(/O)c2ccc(Br)cc2)C1c1ccc(Cl)cc1 (stereo not given)	1	786
COc1ccc(-c2cc(C(F)(F)F)n3nc(C(=O)N4CCN5CCCC5C4)cc3n2)cc1OC (stereo not given)	-6	767
CCOc1c(Br)cc(C(=O)NCCCn2ccnc2)cc1OC	2	865
Cc1cc(OC(=O)c2ccc(C(F)(F)F)cc2)c([N+](=O)[O-])c(=O)[nH]1	-130	307
O=C(NC(Cc1ccccc1)C(=O)O)/C(=C/c1ccc(Cl)cc1)NC(=O)c1ccco1 (stereo not given)	-2	794
COc1ccc(C(=O)NCCCNC(=O)c2cccnc2)cc1Br	11	823
Cc1cc(NCCCN(C)C)n2c(nc3ccccc32)c1C#N	17	432
O=C(NCc1ccc(Cl)cc1)c1ccc2c(=O)n(CC3CCCO3)c(=S)[nH]c2c1 (stereo not given)	-3	801
Cc1cccc(OCC(=O)Nc2c3c(nn2C(C)(C)C)CS(=O)(=O)C3)c1	5	859
Cc1nn(C)cc1S(=O)(=O)NCc1ccccc1Cl	1	841
C=C(C)CCC(C)N1CCC(n2nccc2NC(=O)CCCc2ccccc2)CC1 (stereo not given)	0	739
N#CCCN(Cc1ccccc1)S(=O)(=O)c1cccs1	2	699
COc1ccc(NC(=O)CSc2nnc(NC(=O)C3CC3)s2)cc1OC	-4	806
O=C(NC1=NCCS1)c1ccc(Cl)cc1	-2	840
O=C(CNC(=O)N1CC(=O)Nc2ccccc21)Nc1ccc(Cl)cc1	-3	756
CCC1CCCCN1CCCNC(=O)c1ccc2c(c1)NC(=O)CN2C (stereo not given)	2	675
Cc1cc(C(=O)N2CCCC(Nc3ccccc3)C2)c2ccc(F)cc2n1 (stereo not given)	-25	746
O=C(c1ccccc1CCc1ccccc1)N1CCCC1	-26	803
COc1ccc(C2c3[nH]c4ccccc4c3C[C@H]3C(=O)N(c4ccccc4C(=O)N4CCC(C(=O)O)CC4)C(=O)N23)cc1 (stereo not given in full)	-2	780
Cc1ccc(/C=N/n2c(-c3ccccc3)n[nH]c2=S)cc1	0	784
CC1CC1C(=O)Nc1cc(C(F)(F)F)ccc1N1CCOCC1 (stereo not given)	-1	823
Cc1ccc(S(=O)(=O)/N=C(/Nc2ccc(F)cc2F)c2ccccc2)cc1	5	716
COc1ccc(C)cc1NC(=O)NNC(=O)C(C)Oc1ccc(F)cc1Cl (stereo not given)	-2	684
COc1cccc(CC(NC(C)=O)C(=O)NC2CCN(C(=O)NCc3ccccc3)CC2)c1 (stereo not given)	-10	748
CCc1cc(CNC(=O)C2CCC(=O)N(Cc3ccc(Cl)cc3)C2)on1 (stereo not given)	-3	681
CCc1nc(CNC(=O)C2CCC(=O)N(Cc3cccc(OC)c3)C2)no1 (stereo not given)	2	733
O=C(Nc1cccc2ncccc12)c1ccccc1[N+](=O)[O-]	-2	840
COc1ccc(N2CC(C(=O)Nc3ccc(S(=O)(=O)N4CCCCC4)cc3)CC2=O)cc1 (stereo not given)	1	822
COc1ccc(CC(=O)Nc2ccccc2NC(=O)Cc2ccc(OC)cc2)cc1	-8	808
CCn1cc(SCC(=O)NC2CCCC2)c2ccccc21	-9	851
O=C(O)c1ccc(CSc2nnc(-c3ccccc3Br)o2)cc1	-7	759
COc1ccc(Cl)cc1NC(=O)CSc1nc2ccsc2c(=O)n1CC1CCC(C(=O)O)CC1 (stereo not given)	-2	759
COC(=O)CC1COc2ccccc2N1C(=O)c1cc(OC)c(OC)c(OC)c1 (stereo not given)	-1	838
COc1ccc(S(=O)(=O)NCc2ccccn2)cc1OC	20	701
CCOCCCNC(=S)N(CCCN(C)C)Cc1cc2cc3c(cc2[nH]c1=O)OCCO3	-7	778
COc1ccc(S(=O)(=O)Oc2cc(C(=S)N3CCOCC3)ccc2OC)cc1	-3	833
COc1ccc(OCC(=O)Nc2ccc(C(=O)Nc3ccccc3C(=O)O)cc2)cc1	2	711
COc1cc(Cl)ccc1OCc1cc(C(=O)N2CCN(c3ccccn3)CC2)no1	-1	700
Cc1cc(C)nc(NS(=O)(=O)c2ccc(N3C(=O)C4CCCCC4C3=O)cc2)n1 (stereo not given)	-2	793
Cc1cc(OCc2cc(C(=O)N(C)CCc3cnn(C)c3)no2)cc(C)c1Cl	4	712

(more compounds)
Order of values – Lipid droplet, Lipid droplet cells 6.5 µM
CCCc1ccc2oc(C(=O)N(C)CCn3ccnc3C)c(C)c2c1
    -14, 763
Cc1ccc(C(C)C)c(Oc2cnccn2)c1
    -13, 709
CC1CCCC(C)N1C(=O)COC(=O)CCC1CCCC1 (stereo not given)
    3, 818
O=C(CNc1cccc(Cl)c1)c1ccc(Br)cc1
    0, 838
COc1ccc(NC(=O)CN(C)C(=O)c2cnc(Cl)c(Cl)c2)cc1
    -6, 820
O=C(NC12CC3CC(CC(C3)C1)C2)c1c(Cl)cccc1Cl
    5, 851
Oc1ccccc1N1CCN(C(c2ccccc2)c2ccccc2)CC1
    17, 770
COc1ccc(NC(=O)CN2CCN(Cc3ccccc3)CC2)cc1
    3, 773
Cc1ccccc1C(=O)NCCn1cc(SCC(=O)NCC2CCCO2)c2ccccc21 (stereo not given)
    -11, 874
O=c1c2ccccc2c(=O)n2n1Cc1ccccc1C2
    -2, 891
Cc1cccc(C(C(=O)NC2CCCCC2)N(Cc2cccnc2)C(=O)c2csnn2)c1 (stereo not given)
    5, 832
CCN1CCN(c2ccc(S(=O)(=O)N3CCCCC3)cc2NC(=O)/C=C/c2cc(OC)ccc2OC)CC1
    -2, 660
O=C(CN1CCN(S(=O)(=O)N2CCCCC2)CC1)Nc1cc(Cl)cc(Cl)c1
    -8, 747
COc1ccc2cc(C#N)c(N3CCOCC3)nc2c1
    16, 876
Cc1cccc(-n2ncc3c2CCCC3NC(=O)C2=CC(=O)CC(C)(C)O2)c1C (stereo not given)
    -2, 744
OCCN1CCN(c2ncnc3sc4c(c23)CCCC4)CC1
    -4, 835
CCOc1ccc(NC(=O)c2ccc(S(=O)(=O)N3CCOCC3)cc2)cc1
    -5, 771
CC(C)c1ccc(/C=C/C(=O)NC(=S)NN2CCOCC2)cc1
    2, 648
S=C(Nc1ccc(-c2nc3ccccc3[nH]2)cc1)Nc1cccnc1
    2, 796
CCC[C@@H](CN[C@@H](CNC)[C@H](C)CC)NCC1CCC(C(C)(C)C)CC1 (stereo not given in full)
    4, 711
COc1ccccc1N(CC(O)CN1CCOCC1)S(=O)(=O)c1ccccc1 (stereo not given)
    -9, 766
O=C(NCCC(=O)N1CCC2(CC1)NCCc1[nH]cnc12)c1cccc(C(F)(F)F)c1
    -19, 759
COc1ccc(CNC(=O)[C@H](NC(=O)C2CCN(C(=O)[C@@H](N)CCSC)CC2)C(C)C)cc1
    -1, 765
O=C(c1ccc2c(=O)n3c(nc2c1)CCCCC3)N1CCN(c2ccc([N+](=O)[O-])cc2)CC1
    -14, 650
COc1ccc(CNC(=O)CSc2ncn[nH]2)cc1OC
    -1, 773
Cc1ccc2c(COC(=O)c3ccccc3OC(F)F)cc(=O)oc2c1
    -9, 850
CCCN(CC(=O)Nc1ccccc1C)C(=O)c1ccc(S(=O)(=O)N2CCCCCC2)cc1
    15, 706
Cc1cc(=O)[nH]c(N/N=C/c2ccccc2Cl)n1
    9, 831
COc1cc(NC(=O)c2cc(C)no2)cc(OC)c1OC
    8, 872
COc1ccc(CCNC(=O)c2cc3c(=O)n4cccc(C)c4nc3n(Cc3ccco3)c2=N)cc1OC
    -10, 722
CC(CCc1ccccc1)NC(=O)CNc1cccc([N+](=O)[O-])c1 (stereo not given)
    -5, 792
COc1ccc(-c2csc3ncnc(N4CCN(c5ccccc5Cl)CC4)c23)cc1
    34, 643
CC(C)c1ccc(NC(=O)CCc2ccccc2)cc1
    -8, 798
Cc1nc2cc(NS(=O)(=O)c3cccc4cccnc34)ccc2s1
    15, 820
CN1C(=O)[C@H](Cc2ccc([N+](=O)[O-])cc2)NC1=S
    -8, 820
O=C(NN1C(=O)/C(=C/c2cccc(O)c2)SC1=S)c1ccccc1O
    -8, 737
CCOCCCNC(=O)c1ccc2c(c1)ncn2-c1ccc(CC)cc1
    0, 756
CCN1CCN(C(CNS(=O)(=O)c2ccc(F)cc2)c2cccnc2)CC1 (stereo not given)
    -2, 661
Cc1ccc(NC(=O)CSc2nc(-c3ccco3)nc3cc(=O)[nH]n23)c(Cl)c1
    -6, 731
Cc1cc(C)cc(OCC(=O)Nc2ccccc2C(=O)N2CCOCC2)c1
    11, 717
CC(C)[C@@H](C(=O)N[C@@H](C(=O)O)c1ccccc1)N1C(=O)N2CCc3c([nH]c4ccccc34)[C@@]2(C)C1=O
    2, 830
CCC(=O)N1CCN=C1SCc1cc(C)ccc1C
    -14, 676
Cc1cc(NC(=O)CCS(=O)(=O)c2ccc3c(c2)NC(=O)C(C)S3)ccc1Br (stereo not given)
    6, 735
COc1ccccc1N1CCN(S(=O)(=O)c2cc3c(cc2C)NC(=O)CO3)CC1
    8, 734
CC(C)c1ccc(N(CC(=O)NCc2cccnc2)S(=O)(=O)c2ccccc2)cc1
    -20, 659
COC(=O)c1ccc(NS(=O)(=O)c2cc(-c3cc(C)no3)ccc2OC)cc1
    10, 706
C=CCCC(=O)NC1CC(C)(C)Cc2c1cnn2-c1ccc(OC)cc1 (stereo not given)
    -2, 749
Cc1ccc(CNc2ncnc3cc(Cl)ccc23)cc1
    -1, 821
COc1cccc(-c2coc3c(C)c4oc(=O)c(CCC(=O)O)c(C)c4cc23)c1
    -14, 391
CC(C)N(C)Cc1nnnn1CC(=O)NCCc1cccc(C(F)(F)F)c1
    1, 872
CCC(Cc1ccccc1)NS(=O)(=O)c1csc(C(N)=O)c1 (stereo not given)
    4, 766
CCc1cc2c(cc3c(=O)n(CC(=O)NCCCN4CCCCCC4)nc(CC)n32)s1
    -5, 733
O=C(c1cc(-c2ccc(Cl)cc2Cl)on1)N1CCCC1
    -8, 658
CC(=O)N[C@@H](C)C(=O)N1CCC(n2nccc2NC(=O)CCCc2ccccc2)CC1
    -3, 710
O=C(NC(=S)N1CCCCC1c1cccnc1)c1ccc(Br)cc1 (stereo not given)
    -4, 771
COc1ccc(NC(=O)CN(C)C(=O)CCC2CCCC2)cc1
    -2, 633
Cc1ccc(-n2nc3c(=O)n(CCCC(=O)NCC(C)c4ccccc4)nc(C)c3c2C)cc1 (stereo not given)
    -1, 670
CN(C)CCCN(C(=O)c1ccco1)c1nc2cc3c(cc2s1)OCO3
    -2, 798
Cc1ccc(S(=O)(=O)Nc2nc(-c3ccccc3)cs2)cc1
    2, 800
C[C@H](NC(=O)OC(C)(C)C)c1nnc(SCC(=O)Nc2cccc(Cl)c2)o1
    15, 731

Record cards, as listed above. Order of values: Lipid droplet	Lipid droplet cells 6.5 µM
CC(C)c1ccc(N(CC(=O)NCc2cccnc2)S(=O)(=O)c2ccccc2)cc1 reads -20	659
CCN1CCN(C(CNS(=O)(=O)c2ccc(F)cc2)c2cccnc2)CC1 (stereo not given) reads -2	661
CC(C)[C@@H](C(=O)N[C@@H](C(=O)O)c1ccccc1)N1C(=O)N2CCc3c([nH]c4ccccc34)[C@@]2(C)C1=O reads 2	830
COc1ccc(-c2csc3ncnc(N4CCN(c5ccccc5Cl)CC4)c23)cc1 reads 34	643
CC(=O)N[C@@H](C)C(=O)N1CCC(n2nccc2NC(=O)CCCc2ccccc2)CC1 reads -3	710

Four entries drawn at random from those above, as already listed:
Order of values – Lipid droplet, Lipid droplet cells 6.5 µM
O=C(NN1C(=O)/C(=C/c2cccc(O)c2)SC1=S)c1ccccc1O
    -8, 737
Cc1ccc(-n2nc3c(=O)n(CCCC(=O)NCC(C)c4ccccc4)nc(C)c3c2C)cc1 (stereo not given)
    -1, 670
Cc1ccc(CNc2ncnc3cc(Cl)ccc23)cc1
    -1, 821
O=C(c1cc(-c2ccc(Cl)cc2Cl)on1)N1CCCC1
    -8, 658

Next section
Order of values – Lipid droplet, Lipid droplet cells 6.5 µM
COc1ccc(CNCC(C)NCc2ccc(OC)c(OC)c2)cc1OC (stereo not given)
    2, 782
Nc1ccc2nn(-c3ccc(F)cc3)nc2c1
    10, 843
Cc1ccc(OCC(=O)Nc2nnc(S(=O)(=O)N3CCCCC3)s2)cc1
    21, 669
CCN(CC(=O)Nc1ccc(OC)c(OC)c1)CC(=O)Nc1ccccc1C(F)(F)F
    3, 826
CCOC(=O)c1cnc2ccc(OCC)cc2c1NCCCN1CCOCC1
    -2, 854
Cc1cc(C)n(Cc2ccc(C(=O)N/N=C/c3ccc(-c4ccc([N+](=O)[O-])cc4)o3)o2)n1
    -5, 748
COc1ccc(S(=O)(=O)N2CCCC(N(C)CCc3ccccc3)C2)cc1OC (stereo not given)
    -6, 754

These rows are one share of the data (hit frequency here may not be typical).
